# Assay outcomes: PubChem, The Scripps Research Institute Molecular Screening Center
# OXTR potentiate = potentiators of human oxytocin receptor; 320,000 tested, 0.061% active; P30559; AID 2445; activation, % at 3 µM; CHO-OTR cells, Fluo-8 calcium fluorescence, potentiator mode; 0% = oxytocin EC15, 100% = EC100;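 active = activation above that plate's cutoff, the mean activation of tested compounds plus 3 SD, cut at about 6.6% in these data, passing the limit was not always enough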;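 also: 100% uses oxytocin at 75 nM as the full agonist control; some results filed as inactive read as strong as hits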
#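 Assay system: CHO cell line stably expressing human OTR. Reagent: EC15 oxytocin agonist. Dosing: single dose, 3.0 µM nominal final compound concentration. Timing: compound 6 min at room temperature before oxytocin, 100 s read. Signal: kinetic Fluo-8 calcium fluorescence. Controls: oxytocin EC15 low and EC100 high.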
# CHO-K1 Ca PAM = nonselective activator or artifact in parental CHO-K1 calcium assay. ATP EC20, Fluo-8 calcium fluorescence; 0% at ATP EC20, 100% at ATP max. activation, % at 3 µM. 360,000 tested, 0.02% active;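 active = activation above the run cutoff, the mean activation of all test compounds plus 3 SD, cut at about 40% in these data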;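 also: peak over basal fluorescence ratio in a 140 s read after ATP addition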
# TAAR1 antag = human TAAR1 antagonism; 360,000 tested, 1.5% active; AID 624466; CHO RD-HGA16 TAAR1, Fluo-8 calcium fluorescence, antagonist; inhibition, % at 3 µM; Q96RJ0;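 active = inhibition above a per-plate cutoff, the mean inhibition of test compounds on that plate plus 3 SD, cut at about 49% in these data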;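 also: 0% = DMSO plus EC80 beta-PEA response and 100% = DMSO alone without agonist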
#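 Material: CHO RD-HGA16 cells bearing hTAAR1; compound dosing: one-point dosing, 3 µM nominal final; schedule: dye loading 75 min at 37 °C, then 30 min room temperature; measured by: calcium fluorescence with Fluo-8; control set: vehicle and agonist controls; replication: n of 1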
# CHO parental Ca = counter-screen: ATP calcium response change in parental CHO cells; 330,000 tested, 0.63% active; parental CHO-K1, ATP-induced calcium, Fluo-8 fluorescence; AID 463079; inhibition, % at 5.6 µM;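 active = inhibition above that plate's mean sample inhibition plus 3 SD, cut at about 26% in these data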;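 also: 0% = ATP-challenged DMSO wells and 100% = DMSO wells without ATP; some compounds past the cut are filed as inactive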
#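 material = parental CHO cells | also added = ATP as calcium-mobilizing challenge | dosing = single point at 5.6 µM | detection = intracellular calcium via Fluo-8 no-wash fluorescent dye | read-out = % inhibition | benchmarks = low control ATP plus DMSO, high control DMSO only | repeats = one well per compound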
# CHO-K1 Ca antag = nonselective inhibitor or artifact in parental CHO-K1 cells | ATP-induced calcium, Fluo-8 fluorescence | inhibition, % at 3 µM | 360,000 tested, 0.6% active;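 active = inhibition above a per-plate cutoff, the plate's mean sample inhibition plus 3 SD, cut at about 24% in these data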;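 also: 0% = DMSO plus EC80 ATP and 100% = DMSO alone without ATP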
# M1 ag parental = nonselective activator or artifact in parental CHO-K1 cells. 360,000 tested, 0.48% active. Fluo-8 calcium fluorescence; scaled to maximal ATP response, vehicle zero. activation, % at 3 µM; in the data active = activation above about 15%;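 also: untransfected CHO-K1 host cells lacking M1 receptor as counterscreen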
# M1 ag = agonists of human M1 muscarinic receptor | 360,000 tested, 0.33% active | CHO-K1 hM1, Fluo-8 calcium fluorescence, agonist mode; 0% DMSO, 100% acetylcholine EC100 | activation, % at 3 µM | P11229;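 active = activation above the run's mean compound activation plus 3 SD, cut at about 16% in these data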;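 also: peak over basal fluorescence ratio within a 140 s kinetic read after compound addition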
# Target sequence (P11229 whole entry, looked up): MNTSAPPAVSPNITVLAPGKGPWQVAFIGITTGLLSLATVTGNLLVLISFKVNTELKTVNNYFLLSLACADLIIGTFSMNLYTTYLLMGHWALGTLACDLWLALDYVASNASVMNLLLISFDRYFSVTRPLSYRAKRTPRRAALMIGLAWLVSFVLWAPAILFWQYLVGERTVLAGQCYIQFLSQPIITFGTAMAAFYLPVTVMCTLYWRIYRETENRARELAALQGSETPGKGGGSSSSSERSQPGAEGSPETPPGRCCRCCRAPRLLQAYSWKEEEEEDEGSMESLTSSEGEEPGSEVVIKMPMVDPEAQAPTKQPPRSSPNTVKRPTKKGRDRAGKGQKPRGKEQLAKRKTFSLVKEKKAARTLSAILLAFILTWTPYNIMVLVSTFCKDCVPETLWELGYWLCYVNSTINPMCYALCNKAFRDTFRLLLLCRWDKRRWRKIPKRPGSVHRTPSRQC
# TAAR1 ag = human TAAR1 agonism. CHO RD-HGA16 TAAR1, Fluo-8 calcium fluorescence; vehicle wells 0%, saturating PEA agonist 100%. activation, % at 3 µM. 360,000 tested, 0.99% active;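 active = activation above the mean activation of all test compounds in the run plus 3 SD, cut at about 38% in these data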
#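 Assay system – CHO-derived RD-HGA16 cells with stable Gα16 and human TAAR1 · Compound dosing – one-point dosing at 3 µM (nominal) · Incubation – 17-24 h seeding, 75 min 37 °C dye, 30 min RT · Measured by – kinetic Fluo-8 calcium fluorescence · Control set – DMSO vehicle as 0%, PEA at EC100 as 100% · Repeats – single well for each compound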
# V1aR counter = counter-screen for oxytocin receptor agonists: human V1a receptor agonists; CHO-V1R cells, Fluo-8 calcium fluorescence, agonist mode; 0% DMSO, 100% 3 nM vasopressin; activation, % at 3 µM; 320,000 tested, 0.25% active; AID 2797;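 active = activation above the mean activation of all tested compounds plus 3 SD, per screening run, cut at about 20% in these data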;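 also: signal is peak over basal fluorescence ratio across a 100 second FLIPR read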
# Target sequence (P37288 whole entry, looked up): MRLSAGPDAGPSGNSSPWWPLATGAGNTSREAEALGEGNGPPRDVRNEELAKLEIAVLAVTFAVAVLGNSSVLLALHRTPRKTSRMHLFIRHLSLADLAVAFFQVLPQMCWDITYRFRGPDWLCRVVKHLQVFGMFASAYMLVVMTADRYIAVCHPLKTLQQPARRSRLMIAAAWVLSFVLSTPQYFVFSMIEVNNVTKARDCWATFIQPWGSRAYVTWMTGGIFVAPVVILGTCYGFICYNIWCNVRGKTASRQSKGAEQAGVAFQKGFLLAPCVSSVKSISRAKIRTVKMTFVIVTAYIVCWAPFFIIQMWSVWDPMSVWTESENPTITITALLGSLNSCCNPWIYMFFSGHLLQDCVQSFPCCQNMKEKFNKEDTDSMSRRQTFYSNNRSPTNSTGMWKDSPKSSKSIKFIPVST
# * hit, by the source's call; . = no result given.
# The first two records, ahead of the listing:
# The line under a structure holds: OXTR potentiate	CHO-K1 Ca PAM	TAAR1 antag	CHO parental Ca	CHO-K1 Ca antag	M1 ag parental	M1 ag	TAAR1 ag	V1aR counter
> O=C(CN1C(=O)CSc2ccccc21)N1CCc2ccccc21
    -6	32	-4	-4	-13	1.7	-4	10	0.9
> COC(=O)c1nnn(CC(=O)NC(=O)Nc2c(C)cccc2C)c1C(=O)OC
    4	23	3	-1	-8	3.2	-2	3	2.0

# Main list, previewed entries included:
# The line under a structure holds: OXTR potentiate	CHO-K1 Ca PAM	TAAR1 antag	CHO parental Ca	CHO-K1 Ca antag	M1 ag parental	M1 ag	TAAR1 ag	V1aR counter
> O=C(CN1C(=O)CSc2ccccc21)N1CCc2ccccc21
    -6	32	-4	-4	-13	1.7	-4	10	0.9
> COC(=O)c1nnn(CC(=O)NC(=O)Nc2c(C)cccc2C)c1C(=O)OC
    4	23	3	-1	-8	3.2	-2	3	2.0
> Cc1c(S(=O)(=O)Nc2cccc3ccccc23)c(=O)n(C)c(=O)n1C
    -2	-6	-7	-6	2	0.7	-1	1	1.4
> Cc1ccc(/C=N/NC(=O)CN2CCN(Cc3ccccc3)CC2)s1
    -1	-14	-36	-6	-1	0.3	-5	5	0.5
> Cc1cccc2nc(CSc3nc4ccccc4[nH]3)cn12
    -6	18	7	-13	-5	0.2	-10	1	1.0
> Cc1ccc(C)c(-n2nnnc2SCC(=O)Nc2c(C)n(C)n(-c3ccccc3)c2=O)c1
    -2	2	8	-14	0	0.2	-7	11	0.3
> CCOC(=O)c1ccc(Nc2nnc(C)c3ccccc23)cc1
    4	22	11	-22	-17	1.3	-5	-1	-2.4
> CCOc1cc(S(=O)(=O)NCCN2CCOCC2)c(C)cc1C
    -5	27	-13	-17	-12	0.4	-4	9	-1.1
> O=C(NC1CCCc2ccccc21)c1ccccc1 (configuration not stated)
    5	0	-14	-10	1	-0.3	-11	-1	-0.4
> C=CCNC(=S)N/N=C(\C)c1cccc(NC(C)=O)c1
    5	17	-2	-1	-19	0.1	-4	2	0.2
> COc1ccc(-c2nc(NC(=O)c3c(C)noc3C)sc2C)cc1
    .	-16	-17	.	9	3.7	-5	-1	.
> O=C1CCC(C(=O)N(Cc2ccco2)C2(C(=O)NC3CCCC3)CCCCC2)N1 (configuration not stated)
    1	8	.	-10	-6	0.5	-3	.	2.1
> CC(C)C(=O)OCCN=C1NS(=O)(=O)c2ccccc21
    2	8	9	-2	-4	0.6	-3	5	0.0
> Cc1cc([N+](=O)[O-])nn1CC(=O)N1c2ccccc2CC1C (configuration not stated)
    -4	20	14	0	5	5.3	-8	0	0.8
> COc1ccc(O)c(C2=Nc3ccccc3N=C(c3cccs3)C2)c1
    -3	12	-19	-26	2	0.2	-4	0	0.1
> CC(=O)N1CCN(c2ccc(NC(=O)c3cccc([N+](=O)[O-])c3)cc2)CC1
    6	0	4	-4	4	0.0	-3	0	-0.2
> COc1ccc(NC(=O)N2CCC(c3nc(-c4cccs4)no3)CC2)cc1
    -10	12	21	-12	-26	4.2	-9	9	1.4
> CCCCOC(=O)c1cc(-c2ccc(/C=N/n3cnnc3)o2)ccc1Cl
    -8	-10	20	-8	3	1.2	0	8	0.6
> O=S(=O)(c1cccs1)n1nnc2ccccc21
    -13	18	-25	-11	-16	0.8	-3	-2	-0.2
> O=C(O)c1ncc(-c2ccccc2)cn1
    -4	5	-4	0	-19	0.0	-4	1	-0.7
> Cc1ccc(S(=O)(=O)n2nccc2-c2c(-c3ccccc3)noc2C)cc1
    -13	3	10	-17	-5	2.0	-4	10	2.1
> Cc1ccc(-n2c(C)cc3c2CCCC3=O)cc1
    -10	16	-11	-17	-9	0.2	0	7	2.1
> CC[C@@H](C)C(C(=O)N1CCN(C(=O)OC(C)(C)C)CC1)n1cc(-c2cn([C@@H](C)C(=O)N3CCN(C(=O)OC(C)(C)C)CC3)nn2)nn1 (some centres not stated)
    8	16	0	-23	-9	0.3	-6	1	0.1
> c1cc2c(cc1-c1csc(NNC3=NCCCCC3)n1)OCCO2
    -9	.	-9	-23	.	.	.	13	-0.7
> Cc1cc(-c2ccccc2)n(-c2ccccc2)n1
    5	5	4	-8	-4	-0.2	-2	-1	-0.8
> COc1ccc(-c2ccc(C#N)c(SCC(=O)Nc3sc4c(c3C#N)CCC4)n2)cc1
    -2	19	-12	4	-8	0.2	2	10	0.3
> O=C(Cn1cnc2sc(-c3ccccc3)cc2c1=O)N1CCOCC1
    3	21	7	-11	-11	0.9	-4	2	0.2
> COc1ccccc1C(=O)Nc1ccnn1C1CCN(CC2CC=CCC2)CC1 (configuration not stated)
    -6	-11	3	-8	-10	1.0	-6	0	1.4
> Fc1ccc(NCc2nnc(SCc3nnc(-c4ccccc4)o3)n2Cc2ccccc2)cc1
    -20	-6	12	51*	10	1.7	-3	11	10
> O=C(CNC(=O)c1ccc(Br)cc1)NCC(=O)OCC(=O)c1ccccc1
    -1	-1	12	-23	-1	-0.1	-4	2	-1.8
> Cc1cc(Cl)c(S(=O)(=O)N/N=C/c2ccc3c(c2)OCO3)c(Cl)c1
    1	11	10	4	-13	0.4	-1	1	0.7
> CCOC(=O)CSc1nnc(CNC(=O)c2ccccc2OC)n1-c1ccc(OC)cc1
    -3	-10	14	-17	-22	0.2	-4	0	-0.9
> O=C(Nc1ccnc(-c2ccncc2)n1)c1ccc(F)cc1
    -9	-15	9	5	18	-0.4	-1	1	0.3
> CCCC(C)c1nnc(NC(=O)CCS(=O)(=O)Cc2ccccc2)s1 (configuration not stated)
    1	16	-28	-19	-24	1.1	-5	2	9.3
> O=C(Nc1cccc(NC(=O)c2ccc(Br)cc2)c1)c1ccccc1
    -7	9	66*	-13	-11	-0.2	-5	63*	0.4
> O=[N+]([O-])c1nccn1C1C=CC(O)C(CO)O1 (configuration not stated)
    .	2	-13	.	-8	1.7	.	3	.
> CCCCC(=O)Nc1ccc(S(=O)(=O)N2CCCCC2c2cccnc2)cc1 (configuration not stated)
    -1	18	-2	-11	-5	4.0	-4	2	3.9
> CCC(=O)c1ccc(OCC(O)CN(C)C2CCCCC2)cc1 (configuration not stated)
    1	20	-9	-27	-10	1.3	-8	10	0.9
> O=C(CSc1nnc(-c2ccc(C(F)(F)F)cn2)o1)Nc1ccccc1Cl
    -4	20	-11	-17	-13	5.6	0	8	2.1
> CC(C)CNC(=S)N1CCC(NC(=O)c2ccco2)CC1
    -4	22	10	3	-12	1.9	-5	2	-0.2
> CC(C)(C)NC(=O)c1cccc(NC(=O)CSc2ccccc2)c1
    -2	11	-20	-12	0	0.9	-3	16	0.2
> Cc1ccccc1NC(=S)N/N=C/C(C)c1ccccc1 (configuration not stated)
    -6	20	11	-7	-15	0.4	-6	3	-0.9
> Cc1ccc(S(=O)(=O)NCCCCCC(=O)Nc2ccccc2C)cc1
    -7	12	-8	-14	-7	0.3	-6	0	1.4
> CCc1nc2scc(-c3ccccc3)c2c(=O)n1N
    1	18	-1	-26	-13	0.1	-3	3	0.0
> COc1ccc(C(N)=S)cc1
    5	19	0	-3	-2	1.4	-5	4	-0.8
> Cc1cc(NC(=O)c2cccc(S(=O)(=O)Nc3cccc(C(=O)O)c3)c2)no1
    -3	9	-18	-7	1	0.9	-1	5	0.7
> O=C(NC(c1ccc(-c2ccccc2)cc1)c1cnccn1)C1CCN(Cc2cccc(C(F)(F)F)c2)CC1 (configuration not stated)
    .	15	.	.	-5	3.2	-3	.	.
> COc1ccc(CNC(=S)Nc2ccc(-c3ccccc3)cc2)cc1
    -3	5	-3	-3	5	3.5	-1	1	4.6
> O/N=C(\c1ccc(Cl)cc1)c1cc2ccccc2o1
    -7	19	34	33*	-6	0.4	-4	-1	-1.2
> CCCc1c(C(=O)N/N=C/c2ccco2)nnn1-c1nonc1N
    -9	20	3	-12	-21	4.7	9	13	3.2
> C[C@@H](NS(=O)(=O)c1cc(Cl)ccc1F)[C@H](O)c1ccccc1
    .	-3	-5	.	3	0.2	-3	0	.
> O=C(c1cc(-c2ccc(Cl)cc2)on1)N1CCc2ccccc2C1
    1	14	3	2	-6	0.1	-3	39*	-0.2
> CCn1c(-c2ccc(N)cc2)nc2ccccc21
    2	9	15	-9	1	0.3	-6	0	0.5
> C=C(C)CSc1nnc([C@H](CCSC)NC(=O)OC(C)(C)C)o1
    -14	0	-12	-18	2	0.2	-4	2	-0.9
> COc1ccc(OC)c(C(=O)c2c(C)oc3cc(Br)c(O)c(CN(C)C)c23)c1
    0	5	-44	-26	-9	0.4	-6	4	0.9
> COc1ccc(C)cc1S(=O)(=O)N1CCN(C(=O)c2ncoc2-c2ccccc2C)CC1
    -7	-3	10	-1	-9	1.6	-3	1	0.9
> C/C(=N\n1c(C)cc(C)c(C#N)c1=O)c1cccs1
    -2	10	.	-10	-1	-0.5	-8	.	0.3
> O=C(O)c1cc(-c2ccc(O)cc2)on1
    -8	18	-1	-17	-7	0.7	-6	5	0.8
> O=C(O)CCCCCNCc1ccncc1
    -6	-6	.	-2	-6	0.1	-3	.	1.4
> CC(=O)Nc1ccc(-c2csc(N/N=C(/C)c3ccccc3)n2)cc1
    -8	-19	-24	-18	5	-0.1	-1	0	-0.8

# Additional structures.
# The line under a structure holds: OXTR potentiate	CHO-K1 Ca PAM	TAAR1 antag	CHO parental Ca	CHO-K1 Ca antag	M1 ag parental	M1 ag	TAAR1 ag	V1aR counter
> Cc1cccc(-n2ncc3c(NCCCn4ccnc4)ncnc32)c1
    -6	-7	0	-7	19	0.1	-9	0	1.4
> COc1ccc(OCC(=O)Nc2ccc3c(c2)nc(CCN2CCCCC2)n3C)cc1
    -2	20	-9	-15	-5	0.2	-5	0	0.8
> CCCCN(C=O)c1c(CC)nc2c(OCc3ccccc3C)cccn12
    .	8	-5	.	-11	1.7	-8	-2	.
> CCc1ccc2nc(Nc3ncc(C(C)=O)c(C)n3)nc(C)c2c1
    7	19	-33	-18	-1	-0.1	-4	2	0.1
> CC(C)C[C@H]1COc2cccc(N3CCN(Cc4ccccc4F)CC3)c2S(=O)(=O)N1
    .	11	27	.	-9	6.3	.	9	.
> CC(C)n1cc(C(=O)N2CCCC(Nc3ccc(F)c(F)c3)C2)cn1 (configuration not stated)
    -8	-3	-20	-15	-7	0.0	0	4	0.9
> CN(C)c1ccc(NC(=O)CN2CCN(c3ccc(F)cc3)CC2)cc1
    -4	19	2	-3	-13	2.5	-2	2	0.6
> COCCNC(=O)c1cccc(OC2CCN(Cc3ccc(Cl)c(F)c3)CC2)c1
    -4	-3	-1	-20	3	1.0	-8	3	2.0
> COc1ccc(S(=O)(=O)NCCc2csc(C)n2)cc1C
    0	0	3	0	6	0.0	-3	15	-0.2
